HEK293 tox = cytotoxic compounds in HEK 293 cells; HEK 293 viability, ATP luminescence (CellTiter-Glo), 48-72 h; hit rate 6.6% among 94,000; AID 1345083; Potency, µM (top dose mostly 115 µM), inactives show at the highest dose activity change, negative = cytotoxicity, usual class: inhibitors; further: potency means the concentration at half of the fitted maximal effect; nearly all actives have a fitted effect of over 60% in size
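CellTiter-Glo luminescence (cellular ATP) was read after 48 or 72 hr of compound exposure at 37 degree Celsius. Cells were HEK 293 plated at 250 cells/well.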
SNCA expr inhib = inhibitors of alpha-synuclein (SNCA) gene expression | HEK-293 SNCA-luciferase knock-in, luminescence, 24 h | Potency, µM (series often up to 57.2 µM), without a hit: at the top dose activity change, negative = inhibition, usual class: inhibitors | hit rate 0.17% among 140,000 | AID 1671194;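 further: potency means the concentration at half of the fitted maximal effect; plate controls were DMSO cells for no effect and cell-free wells for full effect; nearly all actives have a fitted effect of over 45% in size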
3T3 cytotox = NIH 3T3 cell cytotoxicity. hit rate 4.3% among 94,000. NIH 3T3 viability, CellTiter-Glo ATP luminescence, 48-72 h. Potency, µM (top dose mostly 96.7 µM), for the others: at the top dose activity change, negative = cytotoxicity, usual class: inhibitors; further: potency means the concentration at half of the fitted maximal effect; nearly all actives have a fitted effect of over 55% in size
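ATP-dependent luminescence (CellTiter-Glo) served as the viability signal for NIH 3T3 cells treated with compound for 48 or 72 hr at 37 °C.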
HEK293 viab = counter-screen for SNCA expression inhibitors: cell viability | HEK-293-SNCA-luc viability, GF-AFC fluorescence, 24 h | Potency, µM (titrated, usually from 57.1 µM), for the others: at the top dose activity change, negative = cytotoxicity, most hits filed as cytotoxic | hit rate 0.12% among 150,000;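 further: potency means the concentration at half of the fitted maximal effect; 0% = DMSO-treated cells and -100% = medium-only wells without cells; nearly all actives have a fitted effect of over 30% in size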
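HEK-293-SNCA-luc cells (1500/well) plated 24 h, then exposed 24 h to a dilution series; GF-AFC added 30 min at 37C, fluorescence 405/540 nm; normalised to medium-only and DMSO wells, Hill fit.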
Luciferase inh = blocks purified firefly luciferase enzyme activity. purified P. pyralis luciferase, luminescence, biochemical. Potency, µM (series often up to 115 µM), inactives show at the top dose activity change, negative = inhibition, usual class: inhibitors. hit rate 2.5% among 76,000; further: potency means the concentration at half of the fitted maximal effect; nearly all actives have a fitted effect of over 65% in size
Target sequence (P08659 whole entry, looked up): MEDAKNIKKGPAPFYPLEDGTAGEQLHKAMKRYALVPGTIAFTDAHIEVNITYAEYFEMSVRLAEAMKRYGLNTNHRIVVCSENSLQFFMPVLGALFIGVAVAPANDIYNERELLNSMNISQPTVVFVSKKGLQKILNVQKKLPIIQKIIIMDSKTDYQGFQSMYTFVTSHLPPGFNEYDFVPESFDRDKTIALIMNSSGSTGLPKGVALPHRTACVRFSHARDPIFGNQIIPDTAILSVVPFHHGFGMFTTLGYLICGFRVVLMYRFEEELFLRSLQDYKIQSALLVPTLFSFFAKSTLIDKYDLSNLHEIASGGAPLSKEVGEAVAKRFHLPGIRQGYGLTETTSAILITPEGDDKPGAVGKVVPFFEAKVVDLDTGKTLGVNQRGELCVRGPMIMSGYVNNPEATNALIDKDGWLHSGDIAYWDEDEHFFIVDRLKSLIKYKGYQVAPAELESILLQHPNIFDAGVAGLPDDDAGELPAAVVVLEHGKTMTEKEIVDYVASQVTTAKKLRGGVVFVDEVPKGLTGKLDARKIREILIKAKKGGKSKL
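FLuc 10nM, D-luciferin 10uM, ATP 10uM, Mg acetate 10mM, Tris acetate pH 7.5, Tween/BSA; cpd qHTS; enzyme added last; CCD luminescence.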
IP6K1 inhibitor = blocks human inositol hexakisphosphate kinase 1; Q92551; IP6K1 kinase, ADP-Glo luminescence, 2 h; stronger effect = lower value; activity change, % (series mostly up to about 58 µM); hit rate 0.81% among 140,000; in the data active means activity change below about -25%
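ADP-Glo luminescence measures ADP made by human IP6K1 during a 2 h RT reaction with ATP/IP6 (mix at 1.3 mM/130 uM); top library doses 57.5 and 19.1 uM final.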
GPT2 inhibitor = inhibitors of human GPT2 alanine aminotransferase; Recombinant GPT2, coupled pyruvate oxidase/HRP Amplex Red fluorescence; Potency, µM (titrated, usually from 57.7 µM), for inactives: top-dose activity change, negative = inhibition, usual class: inhibitors; hit rate 0.25% among 100,000; AID 1671188; further: potency means the concentration at half of the fitted maximal effect; nearly all actives have a fitted effect of over 60% in size; many of its hits are not listed in these tables
Target sequence (Q8TD30 whole entry, looked up): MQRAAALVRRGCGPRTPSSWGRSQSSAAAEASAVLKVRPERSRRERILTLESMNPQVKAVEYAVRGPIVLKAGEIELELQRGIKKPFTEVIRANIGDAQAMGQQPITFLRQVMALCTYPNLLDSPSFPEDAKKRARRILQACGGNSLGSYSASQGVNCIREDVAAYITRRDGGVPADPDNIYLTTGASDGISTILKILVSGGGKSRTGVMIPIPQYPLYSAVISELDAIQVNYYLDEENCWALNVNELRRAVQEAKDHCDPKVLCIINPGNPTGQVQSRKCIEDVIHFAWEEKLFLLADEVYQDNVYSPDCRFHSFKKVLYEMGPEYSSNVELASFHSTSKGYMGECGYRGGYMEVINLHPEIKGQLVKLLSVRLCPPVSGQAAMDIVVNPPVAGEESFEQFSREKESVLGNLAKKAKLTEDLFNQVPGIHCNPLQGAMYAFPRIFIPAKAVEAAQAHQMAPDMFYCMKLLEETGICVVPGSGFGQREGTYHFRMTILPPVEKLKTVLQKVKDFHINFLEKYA
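Inhibition is scored from Amplex Red fluorescence generated when pyruvate oxidase and HRP act on pyruvate released by GPT2. Reactions contain 10ng/uL enzyme, 250uM a-KG and 2mM L-alanine and run 30 min at room temperature.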
The depositor's hits bear a star; i = inactive; ? = inconclusive; nt = not tested or not shown; [ ] = another dose, or the depositor's remark. Unless noted, the call rests on the fitted dose curve; in most records, active means well fitted curve in the direction sought with a large enough effect; inconclusive means small, poorly fitted or top-dose-only effect, or another doubt; inactive means no such curve, though single readings can be large; an effect the other way counts as inactive or inconclusive. Unless noted, on the % scale 0 is the no-effect control and ±100 the full control effect. An excerpt, so the mix of outcomes need not match the whole.

SMILES	HEK293 tox	SNCA expr inhib	3T3 cytotox	HEK293 viab	Luciferase inh	IP6K1 inhibitor	GPT2 inhibitor
CC(=O)NC1(C)CCN(Cc2ccc(-c3cccc(F)c3)cc2)C1 (stereo not given)	?	111.0%[activator][87.6 µM]	89.1µM*	-1.5%[87.6 µM]	-9.3%[172 µM]	-3.6	4.4%[88.5 µM]
COC(=O)CC1Oc2ccccc2-n2cc(-c3ccc(F)cc3)nc21 (stereo not given)	nt	17.8%	nt	5.0%	nt	8.7	nt
CN1CCCCCC(O)c2cc(C(=O)NCCc3ccccn3)ccc21 (stereo not given)	?	171.2%[activator]	31.6µM*	7.2%	44.7µM*	1.4	-40.0%
OCC1NCC(O)C(O)C1O (stereo not given)	nt	-9.3%	nt	-1.8%	nt	nt	i
COc1ccc(NC(=O)N2CC[C@H]3COC(=O)N3c3cc(C)ccc3C2)cc1	1.0%[172 µM]	33.1%[activator][87.6 µM]	1.2%[138 µM]	-1.1%[87.6 µM]	10.0%[172 µM]	4.2	-2.3%[88.5 µM]
COc1ccccc1CNC[C@H]1Cn2cc(-c3ccc(C)cc3)nc2CO1	100µM*	84.2%[activator][87.6 µM]	100µM*	-4.2%[87.6 µM]	?	8.7	-12.4%[88.5 µM]
Cc1cccc(CN2C[C@@H](F)[C@@H](OCc3nc4ccccc4[nH]3)C2)n1	?	22.1%[87.6 µM]	-28.5%[174 µM]	-8.0%[87.6 µM]	0.0%[172 µM]	7.1	i
COC[C@@H]1CN(C(=O)c2cccc(C)n2)C[C@H]1c1nc(C2CC2)no1	-1.8%	2.2%	-26.7%	-5.0%	-12.7%	-15.5	i
CCOC(=O)c1cc(S(=O)(=O)N2CCN(c3ccccc3)CC2)[nH]n1	nt	20.7%	nt	-5.1%	nt	33.6	nt
CN(C)c1ccc2ncc(Nc3cc(F)cc(N4CCOCC4)c3)n2n1	?	-3.7%[87.6 µM]	?	1.9%[87.6 µM]	?	-10.8	i
O=C1CCC(C(=O)N2CCN(Cc3ccc(F)cc3)CC(O)C2)=NN1 (stereo not given)	-1.6%	0.3%	-7.1%	4.1%	3.9%	18.3	-13.7%
COc1cccc(CN2CCCC3(CCN(C(=O)CNC(N)=O)C3)C2=O)c1OC (stereo not given)	-4.1%	-1.5%	-3.2%	8.5%	6.4%	20.9	3.6%
CN(Cc1cccnc1)c1nc2c(c(=O)[nH]1)CCN(Cc1ccccc1)CC2	-24.7%	3.0%	-29.2%	-6.9%	4.1%	2.3	i
Cc1cc(C)n(CC(=O)Nc2cc(F)ccc2F)c(=O)c1C#N	nt	-1.8%	nt	?	nt	-15.3	nt
COc1cccc(CCC(=O)N2CCC(c3nc(C4CCOCC4)no3)C2)c1 (stereo not given)	?	-18.8%	-26.0%	-9.4%	-9.1%	9.0	i
O=C(NC1CC1)c1ccccc1OC1CN(Cc2ccc(F)cc2F)C1	?	6.8%	?	2.2%	6.0%	16.3	i
Cc1c(CN2CCC3(CC2)COC(=O)O3)c(=O)n(-c2ccccc2)n1C	-6.5%	3.1%	-2.4%	2.2%	3.9%	6.0	-7.9%
Clc1ccc2nc(N3CCC(NC4CCSC4)CC3)sc2c1 (stereo not given)	?	30.0%[activator]	-32.3%	16.1%	35.5µM*	10.5	?
Cc1ccc2c(n1)OC(COc1ccccc1)CN(c1ccccc1)C2=O (stereo not given)	?	4.1%[25.6 µM]	-11.3%[46.1 µM]	-11.9%[23.9 µM]	nt	14.3	i
Cc1cccc(NC(=O)c2ccc3c(c2)N(S(C)(=O)=O)CC3)c1C	-10.9%	12.3%	-14.2%	-7.0%	-22.3%	-8.3	?
O=C(CSc1nc2ccsc2c(=O)n1Cc1ccccc1F)NCc1ccccc1	nt	23.5%	nt	4.0%	nt	13.3	nt
Cc1cccc(C2N=C(N)Nc3nc4ccccc4n32)c1 (stereo not given)	nt	27.2%	nt	10.9%	nt	-1.4	nt
CC1CCN(C(=O)c2c(NC(=O)c3ccccc3Cl)sc3c2CCC(C(C)(C)C)C3)CC1 (stereo not given)	nt	-4.9%	nt	3.4%	nt	-12.6	nt
Nc1nc(=O)n([C@H]2C[C@H](O)[C@@H](CO)O2)cc1F	nt	-15.5%	nt	-14.6%	nt	nt	i
O=C(Cn1ccn(-c2ccc(F)cc2)c(=O)c1=O)NCCc1ccccc1	nt	-22.2%	nt	3.5%	nt	-15.6	nt

A different layout for some results above:
| smiles | HEK293 tox | SNCA expr inhib | 3T3 cytotox | HEK293 viab | Luciferase inh | IP6K1 inhibitor | GPT2 inhibitor |
| --- | --- | --- | --- | --- | --- | --- | --- |
| COC[C@@H]1CN(C(=O)c2cccc(C)n2)C[C@H]1c1nc(C2CC2)no1 | -1.8% | 2.2% | -26.7% | -5.0% | -12.7% | -15.5 | i |
| COc1cccc(CN2CCCC3(CCN(C(=O)CNC(N)=O)C3)C2=O)c1OC (stereo not given) | -4.1% | -1.5% | -3.2% | 8.5% | 6.4% | 20.9 | 3.6% |

Further structures.
SMILES	HEK293 tox	SNCA expr inhib	3T3 cytotox	HEK293 viab	Luciferase inh	IP6K1 inhibitor	GPT2 inhibitor
O=C(c1ccccc1)N1CCN(c2cc(-c3ccccc3)[nH]n2)CC1	?	-22.2%	-26.9%	-7.5%	6.5%	-13.7	i
Cc1cn2nnc(C(=O)N3CCN(c4ccccc4)CC3)c2c(=O)[nH]1	-3.4%	6.5%	i	4.5%	-3.2%	1.9	i
CCN(CC)CCNC(=O)c1ccc(Cn2c(=O)c3cccn3c3cccnc32)cc1	nt	59.7%[activator]	nt	3.3%	nt	-3.2	nt
Cc1ccc(NC(=O)c2sc3nc[nH]c(=O)c3c2C)cc1Cl	nt	172.6%[activator]	nt	4.1%	nt	-0.4	nt
O=C(Nc1ccc(F)cc1)N[C@H]1[C@H](O)[C@@H](N2CCN(c3ccccc3)CC2)[C@@H]2OC[C@H]1O2	?	-7.7%	?	-14.9%	-5.3%	3.7	i
COc1cccc(CNC(=O)N[C@@H]2CN(Cc3ccncc3)C[C@H]2CN(C)C)c1	?	-4.4%	-19.8%	-0.3%	-2.4%	25.0	-26.1%
O=C(CCS(=O)(=O)c1cccc2nsnc12)Nc1ccc(F)cc1	nt	16.0%	nt	4.8%	nt	17.0	nt
NC[C@H]1O[C@H](O[C@@H]2[C@@H](O)[C@@H](O[C@H]3O[C@H](CO)[C@@H](O)[C@H](N)[C@@H]3O)[C@H](N)C[C@@H]2N)[C@H](O)[C@@H](O)[C@H]1O	nt	-4.8%	nt	3.5%	nt	nt	1.9%
CCOc1ccc(C(=O)Nc2ccc(-n3nncc3-c3ccccc3)cc2)cc1OCC	nt	44.3%[activator]	nt	-28.0%	nt	8.2	nt
Cc1ccc(CC(=O)N2CCC(Cc3nc(-c4cnccn4)no3)CC2)cc1	-11.0%	-9.4%	-31.0%	-8.0%	2.5%	-12.7	i
Cc1nc(C)c(C(=O)N2CCN(C(=O)N(C)C)[C@@H]3CS(=O)(=O)C[C@@H]32)s1	2.9%	-17.1%	-15.2%	-13.2%	4.0%	4.5	i
Cc1cccc(N2CCN(C(=O)C3CCCN(S(=O)(=O)c4cccc5nsnc45)C3)CC2)c1C (stereo not given)	nt	-9.7%	nt	8.7%	nt	-1.4	nt
CC(=O)N1CCCN(c2ccnc3ccnn23)CC1	-3.8%[172 µM]	-8.2%[87.6 µM]	-10.6%[138 µM]	6.2%[87.6 µM]	nt	-6.7	0.3%[88.5 µM]
O=C(c1cccnc1)N1CCC(c2noc(-c3cnccn3)n2)C1 (stereo not given)	9.1%	-14.0%	i	10.8%	-0.3%	1.2	i
CCOc1cccc(CN(C)C2CCc3nn(CC4CC4)c(=O)n3CC2)c1 (stereo not given)	-9.8%	6.6%	-25.5%	12.3%	-15.5%	-6.2	-29.4%
COC(=O)c1ccc2c(=O)n(CCCCCC(=O)N3CCN(c4cc(C)ccc4C)CC3)c(=O)[nH]c2c1	nt	72.5%[activator]	nt	-18.4%	nt	-5.6	nt
CO[C@H]1C(=O)N(C2CCN(S(=O)(=O)c3ccc(C#N)cc3)CC2)[C@H]1c1ccncc1	i	-0.6%	-3.3%	-5.7%	0.8%	25.9	3.2%
Cc1ccc(C)c2c(=O)cc(CN3CCN(CCn4cncn4)CC3)[nH]c12	-24.0%	4.6%	-29.0%	-15.8%	0.6%	4.9	i
COc1ccc(Cl)cc1N(C)C(=O)C(=O)Nc1ccc2nc3n(c(=O)c2c1)CCCCC3	nt	30.1%[activator]	nt	-6.0%	nt	-2.5	nt
CCOc1nccnc1NC1CCN(C(=O)c2ccnn2CC)CC1	-9.8%	-2.4%	-16.4%	-1.7%	-2.7%	-2.4	i
Cc1cccc(Cn2c(=O)c(-c3noc(C)n3)c3n(c2=O)CCCCC3)c1	-13.1%	0.8%	?	12.3%	-9.1%	6.6	i
COc1ccc(C(=O)Cn2c(=O)n3nc(CCn4nc(C)cc4C)nc3c3cc(OC)c(OC)cc32)cc1	nt	10.5%	nt	-7.4%	nt	26.5	nt
CC1=NOC2(CCN(C(=O)c3ccccc3)CC2)C1	-3.0%[172 µM]	21.8%[87.6 µM]	-5.7%[138 µM]	-1.5%[87.6 µM]	-4.1%[172 µM]	-1.9	i
COc1ccc(-c2nc(C3CN(C(=O)c4cc(F)cc(F)c4)C3)no2)cc1	?	14.0%	?	5.2%	-23.0%	26.0	i
Cc1cc(=O)n(CC(=O)Nc2ccc(C(C)C)cc2)c(N2CCN(c3ccccc3)CC2)n1	?	-22.4%	31.6µM*	-12.2%	10.3%	3.3	2.6%
CCOc1ccccc1C(=O)N[C@@H]1CN(Cc2cccnc2)C[C@H]1CN(C)C	?	19.0%	?	-10.0%	-4.9%	-3.0	?
COc1cc(F)cc(-c2cnc3[nH]cc(CC(=O)N4CCOCC4)c3c2)c1	?	-11.7%[87.6 µM]	?	?	-3.1%[172 µM]	-9.0	-32.2%[88.5 µM]
O=C(NCC1(O)CCCNCC1)C1(c2ccc(Cl)cc2)CCC1 (stereo not given)	-22.8%	2.1%	-4.9%	1.2%	0.0%	0.4	-12.7%
O=C(Cc1ccc(N(Cc2cccc(F)c2)C(=O)c2ccco2)cc1)NCc1ccccc1	?	-1.2%	?	-5.5%	-13.7%	0.7	i

Whole records, looked up by structure. Screens in order: HEK293 tox, SNCA expr inhib, 3T3 cytotox, HEK293 viab, Luciferase inh, IP6K1 inhibitor, GPT2 inhibitor
`CCOc1nccnc1NC1CCN(C(=O)c2ccnn2CC)CC1` as listed: -9.8%, -2.4%, -16.4%, -1.7%, -2.7%, -2.4, i
`CC1=NOC2(CCN(C(=O)c3ccccc3)CC2)C1` as listed: -3.0%[172 µM], 21.8%[87.6 µM], -5.7%[138 µM], -1.5%[87.6 µM], -4.1%[172 µM], -1.9, i
`CCOc1ccccc1C(=O)N[C@@H]1CN(Cc2cccnc2)C[C@H]1CN(C)C` as listed: ?, 19.0%, ?, -10.0%, -4.9%, -3.0, ?
`COc1cc(F)cc(-c2cnc3[nH]cc(CC(=O)N4CCOCC4)c3c2)c1` as listed: ?, -11.7%[87.6 µM], ?, ?, -3.1%[172 µM], -9.0, -32.2%[88.5 µM]
`Cc1cn2nnc(C(=O)N3CCN(c4ccccc4)CC3)c2c(=O)[nH]1` as listed: -3.4%, 6.5%, i, 4.5%, -3.2%, 1.9, i

Source: PubChem
